TCR act: activators of T cell receptors | primary human leukocytes, anti-CD3, IL-2 HTRF, 48 h | Potency, µM (series often up to 9.22 µM), for the others: at the top dose activation of IL-2 secretion, hits mostly activators | 330,000 tested, under 10 active | AID 504894; further: % of control where 0% means no effect
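Primary human leukocytes receive a-CD3 beads and test compound and are incubated 48 hr. Secreted IL-2 is then assayed by HTRF, measuring 665nm acceptor emission after 320nm excitation of the europium donor.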
AT treatment: candidate therapy for ataxia-telangiectasia | […] A-T fibroblasts, KAP-1 phosphorylation AlphaLISA; neocarzinostatin DNA damage 30 min before lysis | Potency, µM (titrated, usually from 57.5 µM), inactives show top-dose activation, hits mostly activators | 320,000 tested, 0.19% active | AID 485349; further: potency means the concentration at half of the fitted maximal effect; % of control where 0% means no effect; nearly all actives have a fitted effect of over 45% in size
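hTERT-immortalized A-T patient fibroblasts ([…]), 500 cells/well in OPTI-MEM, 1% FBS, got compounds for 60 min, then NCS for 30 min at 37C. Lysates were then assayed for phospho-KAP-1 by AlphaLISA (anti-pKAP1 donor, anti-KAP1 acceptor beads), 6 hr at 25C.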
a7 integrin act: integrin-mediated muscular dystrophy alleviation activation; alpha7betagal myoblasts, beta-gal FDG fluorescence, 48 h; Potency, µM (titrated, usually from 38.3 µM), inactives show at the top dose activation, actives largely listed as activators; 350,000 tested, 0.064% active; AID 624291;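 further: potency means the concentration at half of the fitted maximal effect; 100% = response of the positive control SU9516; nearly all actives have a fitted effect of over 60% in size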
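Alpha7betagal+/- myoblasts (passage 13) were plated 16-24 hr, then exposed to compounds (1:260 dilution of DMSO stock) for 48 hours at 37C. After MPER lysis, β-galactosidase reporter activity was read as FDG fluorescence (ex 480/em 540) after 30 minutes.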
Mito fusion yeast: blocks mitochondrial division or promotes mitochondrial fusion; S. cerevisiae fusion-defective mutant growth rescue, CellTiterGlo 48 h; 320,000 tested, 0.23% active; Potency, µM (series often up to 46.1 µM), for inactives: at the top dose growth rescue (activation), most hits filed as activators;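 further: potency means the concentration at half of the fitted maximal effect; % of control where 0% means no effect; nearly all actives have a fitted effect of over 45% in size; temperature-sensitive fusion mutants such as fzo1-1 at 37 °C on non-fermentable ethanol glycerol medium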
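S. cerevisiae fusion-defective temperature-sensitive mutants (e.g. fzo1-1, mgm1-5) grown 48 h at 37C in YPEG (ethanol/glycerol non-fermentable) medium with 23 nl compound per well; growth rescue read as CellTiterGlo luminescence.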
MLL CXXC-DNA inh: blocks binding of human MLL CXXC domain to DNA. MLL-CXXC / FITC-HOXA9 DNA fluorescence polarization. Potency, µM (titrated, usually from 115 µM), for inactives: top-dose activity change, negative = inhibition, most hits filed as inhibitors. 290,000 tested, 0.037% active. AID 2662; active means well fitted inhibition curve with a large enough effect in the polarisation, with a control signal flat, not every such curve was filed as active; inconclusive means small, poorly fitted or top-dose-only effect, or effect the other way, or a change in a side signal; inactive means no such curve, though single readings can be large or run the other way; the % refers to the polarisation; further: potency means the concentration at half of the fitted maximal effect
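Purified MLL-CXXC (added from a 7 uM solution) was preincubated 5 min at ambient with pinned compounds in 50 mM Tris-HCl pH 7.5, 50 mM NaCl, 1 mM DTT, 0.05% BSA. Fluorescein-labeled HOX-A9 DNA (50 nM solution) followed, 30 min, then polarization read.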
PTAP TSG101 blk: blocks PTAP/TSG101 interaction to inhibit HIV-1 budding; Q99816; Fluorescence polarization, FITC-PTAP peptide / Tsg101 binding; Potency, µM (doses to about 115 µM), for the others: at the highest dose activity change, negative = inhibition, hits mostly inhibitors; 340,000 tested, under 10 active; AID 493005; active means well fitted inhibition curve with a large enough effect in the main read-out, with a control signal flat, not every such curve was filed as active; inconclusive means small, poorly fitted or top-dose-only effect, or effect the other way, or a change in a side signal; inactive means no such curve, though single readings can be large or run the other way; further: potency means the concentration at half of the fitted maximal effect; % of control where 0% means no effect
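Tsg101 binding domain (10 uM final) was mixed with compound and a FITC-labeled PTAP peptide (50 nM final) in HEPES pH 7.5 buffer with NaCl, Tween 20, EDTA and TCEP; fluorescence polarization was read after 20 min at r.t.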
MBNL1 CUG block: blocks human MBNL1 binding to CUG repeat RNA. Q9NR56. TR-FRET MBNL1-His/biotin-(CUG)12 binding, 665/545 ratio. Potency, µM (series often up to 57.5 µM), without a hit: at the highest dose activity change, negative = inhibition, most hits filed as inhibitors. 280,000 tested, 0.036% active; active means well fitted inhibition curve with a large enough effect in the signal ratio, with a control signal flat, not every such curve was filed as active; inconclusive means small, poorly fitted or top-dose-only effect, or effect the other way, or a change in a side signal; inactive means no such curve, though single readings can be large or run the other way; the % refers to the signal ratio; further: potency means the concentration at half of the fitted maximal effect; on the % scale 0 is the no-effect control and ±100 the full control effect
Target sequence (Q9NR56 whole entry, looked up): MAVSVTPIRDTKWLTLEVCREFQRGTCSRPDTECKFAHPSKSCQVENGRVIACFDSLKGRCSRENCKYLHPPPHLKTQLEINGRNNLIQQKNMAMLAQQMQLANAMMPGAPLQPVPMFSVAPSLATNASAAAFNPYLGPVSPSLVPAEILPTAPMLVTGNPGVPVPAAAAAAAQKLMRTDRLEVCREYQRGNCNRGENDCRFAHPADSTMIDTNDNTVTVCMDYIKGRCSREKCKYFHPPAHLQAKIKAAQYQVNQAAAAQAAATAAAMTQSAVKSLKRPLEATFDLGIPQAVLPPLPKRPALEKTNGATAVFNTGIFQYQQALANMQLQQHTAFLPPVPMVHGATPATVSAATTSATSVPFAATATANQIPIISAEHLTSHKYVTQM
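Compound titration spanned 92 nM–58 uM against the MBNL1-His/biotin-(CUG)12 complex. After 60 min at room temperature with 5 nM streptavidin-XL665 and 0.055 ng/ul terbium anti-His, ratiometric 665/545 nm emission (Ex 340 nm) normalized to controls.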
TSHR antagonist: human thyrotropin receptor antagonism. TSHR-expressing cells, TSH-stimulated cAMP HTRF, 2 h; stronger effect = lower value. P16473. 330,000 tested, 0.2% active. activity change, negative = inhibition, % at 11.5 µM;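 active means activity change below a set negative limit, meaning inhibition stronger than a set level, cut at about -70% in these data; inconclusive means activity change between two set negative limits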; further: on the % scale 0 is the no-effect control and ±100 the full control effect
Target sequence (P16473 whole entry, looked up): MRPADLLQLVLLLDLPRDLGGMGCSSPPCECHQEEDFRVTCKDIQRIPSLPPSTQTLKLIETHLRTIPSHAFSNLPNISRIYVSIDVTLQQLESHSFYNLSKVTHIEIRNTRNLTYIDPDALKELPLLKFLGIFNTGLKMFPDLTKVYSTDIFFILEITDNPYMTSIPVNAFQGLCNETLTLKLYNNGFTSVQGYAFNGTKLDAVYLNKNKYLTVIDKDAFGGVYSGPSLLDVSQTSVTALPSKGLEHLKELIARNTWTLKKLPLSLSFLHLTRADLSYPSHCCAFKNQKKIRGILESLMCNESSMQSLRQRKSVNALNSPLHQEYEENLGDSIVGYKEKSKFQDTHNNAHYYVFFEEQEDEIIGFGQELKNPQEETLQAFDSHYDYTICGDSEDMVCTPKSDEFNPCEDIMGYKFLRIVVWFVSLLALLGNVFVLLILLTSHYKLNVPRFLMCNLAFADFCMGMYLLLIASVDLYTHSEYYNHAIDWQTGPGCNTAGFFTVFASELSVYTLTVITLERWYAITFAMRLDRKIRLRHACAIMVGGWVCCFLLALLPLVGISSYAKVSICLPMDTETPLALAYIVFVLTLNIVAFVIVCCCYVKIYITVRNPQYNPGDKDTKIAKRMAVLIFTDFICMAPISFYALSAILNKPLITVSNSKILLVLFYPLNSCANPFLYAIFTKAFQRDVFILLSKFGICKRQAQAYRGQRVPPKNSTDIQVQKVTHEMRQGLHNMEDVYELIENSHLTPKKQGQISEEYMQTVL
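Cell-based HTRF cAMP assay; TSHR cells + compound, TSH EC80 (4nM final), 2 h, 37 deg C. Lysis with anti-cAMP cryptate and cAMP-d2, 30 min RT, read 665/620 nm.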
S-ASM inh: human S-ASM enzyme inhibition; P17405; placental ASM, HMU-PC fluorogenic substrate, 60 min; Potency, µM (highest dose often 57.5 µM), for the others: at the highest dose activity change, negative = inhibition, hits mostly inhibitors; 340,000 tested, 0.006% active; AID 504937; further: potency means the concentration at half of the fitted maximal effect
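Human placenta-derived ASM enzyme was preincubated with compound for 10 minutes at room temperature, then given fluorogenic substrate HMU-PC0 (9 uM final) for 60 minutes at 37 °C; a pH 10 stop preceded fluorescence reading at Ex 386/Em 447 nm.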
Menin MLL FP TR: inhibitors of human menin-MLL interaction, mutant MLL peptide; Menin + Texas Red MLL mutant peptide, fluorescence polarization; Potency, µM (titrated, usually from 61.6 µM), inactives show at the highest dose FP activity change, negative = inhibition, usual class: inhibitors; 270,000 tested, 0.23% active; AID 1768; active means well fitted inhibition curve with a large enough effect in the polarisation, with a control signal flat, not every such curve was filed as active; inconclusive means small, poorly fitted or top-dose-only effect, or effect the other way, or a change in a side signal; inactive means no such curve, though single readings can be large or run the other way; the % refers to the polarisation; further: potency means the concentration at half of the fitted maximal effect; % of control where 0% means no effect; many of its hits are not listed in these tables
The depositor's hits bear a star; ? = inconclusive; . = no result given; [ ] = remark or other dose. Unless noted, the call rests on the fitted dose curve; in most records, active means well fitted curve in the direction sought with a large enough effect; inconclusive means small, poorly fitted or top-dose-only effect, or another doubt; inactive means no such curve, though single readings can be large; an effect the other way counts as inactive or inconclusive.

SMILES	TCR act	AT treatment	a7 integrin act	Mito fusion yeast	MLL CXXC-DNA inh	PTAP TSG101 blk	MBNL1 CUG block	TSHR antagonist	S-ASM inh	Menin MLL FP TR
CCn1cc(C(C)NC(=O)Nc2ccc3c(c2)OCO3)c(C)n1 (configuration not stated)	3%	-5%	11%	1%	24%	1%	-4%	-3	3%	-1%
CN(C)c1cccc(C(=O)Nc2cccc(F)c2)c1	2%	-10%	-10%	0%	1%	-4%	-2%	12	4%	16%
COc1ccccc1C1CC(c2ccc(Cl)cc2)Nc2ncnn21 (configuration not stated)	11%	-1%	20%	2%	4%	-1%	4%	6	15%	-16%
COc1ccc(OC)c(CN2CCN(C(=O)c3cccc4ccccc34)CC2)c1	6%	9%	11%	-6%	0%	-5%	2%	1	0%	-4%
COc1ccc2c(c1O)Cc1ccccc1C2=O	-1%[46.1 µM]	-7%	-10%	0%	4%	-3%	?	-3	-2%	?
O=c1cc2oc3cc(O)c(O)cc3c(-c3ccccc3O)c-2cc1O	2%	-8%	25%	-8%	?	?	.	-6	-23%	.
O=C(CC1C[C@H](C(=O)N2CCCCC2)[C@@]2(CCc3ccccc3)c3[nH]c4ccccc4c3CCN2C1=O)NCCc1ccccn1 (some centres not stated)	13%	.	0%	.	.	-6%	.	.	-6%	.
OC1Cc2ccccc2C1Nc1cccc(C(F)(F)F)c1 (configuration not stated)	6%	.	-10%	.	.	-5%	.	.	-6%	.
Cc1cccc(NC(=O)Cn2cc([N+](=O)[O-])cn2)n1	6%	-1%	0%	1%	-6%	-5%	2%	11	0%	3%
O=c1c2ccccc2nc(SCc2nnc(-c3ccccc3Br)o2)n1Cc1ccco1	-7%	6%	11%	3%	-2%	0%	-4%	6	-2%	2%
COc1c(C(=O)NNC(=O)c2ccccc2)csc1Br	-2%	0%	0%	-6%	-10%	-2%	.	-5	0%	.
COc1ccc(-n2nc(C(=O)NCC(=O)NCc3ccco3)c3ccccc3c2=O)c(OC)c1	0%	3%	12%	0%	4%	-2%	5%	2	-2%	-1%
CCCCOC(=O)Cn1c(=N)n(CCC)c2ccccc21	2%	14%	5%	-1%	-3%	0%	-9%	35	2%	13%
COc1cc(OC)cc(C(=O)n2nc(C)cc2C)c1	9%[46.1 µM]	0%	4%	4%	3%	-2%	-7%	10	2%	4%
Cc1cc(C(=O)N/N=C\c2cc(C(C)(C)C)ccc2O)n[nH]1	-1%	4%	-23%	-1%	14%	-5%	0%	1	7%	.
Cc1nc(-c2cnn(-c3ccccc3)c2)c2cc(C)oc2n1	-1%	1%	-1%	20%	15%	-13%	6%	-19	-5%	17%
CS(=O)(=O)c1ccc(C(=O)N(Cc2ccccc2)c2ccccc2)cc1	5%	-5%	-34%	12%	2%	-3%	-3%	-5	2%	-13%
CCn1nc(C)c([N+](=O)[O-])c1C(=O)NNC(=O)c1ccccc1Cl	-1%	4%	-6%	-5%	-1%	3%	.	5	-2%	.
CN1C(=O)N(C)C2(C)CC1(C)N(C)C(=O)N2C	-5%	-5%	-23%	1%	2%	-4%	-10%	4	0%	.
CC(C)c1cc(CN2C(C)COCC2C)cc(C(C)C)c1O (configuration not stated)	0%	.	-37%	.	.	-6%	.	.	8%	.
CC(C)(C)NC(=O)CSc1nc(O)cc(=O)n1-c1ccccc1F	1%	9%	9%	-1%	91%[activator]	11%	12%	-11	1%	32%[activator]
O=C(NC(CO)(CO)CO)c1coc(=O)c(Br)c1	5%	3%	-36%[7.66 µM]	0%	0%	-1%	?	30	239%[activator]	6%
Cc1cccc(NC(=O)CNC(=O)Cc2ccc3c(c2)OCCO3)c1C	.	7%	-22%	-6%	.	2%	.	40	4%	.
CC(C)[C@H](NC(=O)c1ccco1)C(=O)Nc1ccc(OC(F)F)cc1	3%	2%	13%	-4%	35%[activator]	-11%	-4%	2	-3%	17%
CC1=C(C)SC(=C(C#N)c2nnc(N3CCOCC3)n2-c2ccccc2)S1	-1%	12%	-1%	-2%	-1%	-2%	?	35	-1%	-13%
Cc1ccnc(NC(=O)c2ccc(Cl)c(NC(=O)C(C)Oc3ccccc3)c2)c1 (configuration not stated)	6%	4%	-56%[inhibitor]	?	-1%	0%	5%	-5	-2%	39%[activator]
Clc1cccc(CN2CCN(c3ncccn3)CC2)c1Cl	0%	5%	3%	9%	-8%	-5%	-3%	-13	2%	4%
COc1ccc(-c2nnc(N(C)C(=O)c3ccco3)s2)cc1OC	-7%	4%	19%	-2%	-9%	-4%	-3%	0	11%	?
COc1cc(C2SCC(=O)N2Cc2ccccc2)ccc1O (configuration not stated)	11%	-3%	-4%	7%	6%	-8%	-5%	5	1%	-23%
CC(=O)C(Sc1nc(-c2ccc(F)cc2)nc2c1c(=O)n(C)c(=O)n2C)C(C)=O	.	2%	.	-3%	-3%	.	?	-12	.	4%
COc1cc(/C=N/NC(=O)c2ccc(-c3ccccc3)cc2)cc(OC)c1OC	0%[46.1 µM]	9%	4%	.	-4%	-3%	0%[11.5 µM]	10	-24%	4%
COc1cc(/C=N/NC(=O)c2cc3c(ccc4ccccc43)o2)cc(OC)c1O	.	2%	.	9%	63%[activator]	.	?	15	.	?
Cc1ccc2nc(NC(=O)Cn3cc4c(n3)CCCCC4)sc2c1	0%	-1%	-21%	-1%	-1%	-5%	-4%	-5	-6%	13%
COc1ccc(C2N(c3ccccc3)C(=S)N3CCCN23)cc1 (configuration not stated)	4%[46.1 µM]	.	14%	1%	0%	0%	-13%	30	0%	-6%
C=CCOCC(O)Cn1c(N2CCCC2)nc2c1c(=O)n(C)c(=O)n2C (configuration not stated)	-6%	-8%	-7%	3%	11%	-6%	-1%	-5	0%	-14%
O=C(COC(=O)CCNS(=O)(=O)c1ccccc1)Nc1ccc(OC(F)F)cc1	1%	10%	?	-1%	.	-10%	.	-5	2%	.
Cc1ccc(S(=O)(=O)NCC(=O)Nc2ccc3c(c2)OCO3)cc1	-1%	-8%	10%	3%	-6%	-8%	5%	1	-1%	5%
COc1ccc(OC)c2nc(-c3ccncc3)ccc12	-3%	2%	-13%	3%	-8%	-4%	?	-2	-1%	0%
CCOC(=O)c1ccc(-n2nc(C)cc2C)cc1	2%	5%	?	-2%	0%	-5%	.	-4	-2%	.
O=C(O)C1C2OC3C(OC(=O)C31)C2Br (configuration not stated)	-4%	.	4%	.	.	0%	.	.	3%	.
CN(C)S(=O)(=O)c1cccc(NC(=O)c2ccc3nccnc3c2)c1	-10%	16µM*	-29%	16%	-7%	-4%	?	-31	1%	.
Cc1ccc2c(c1)S/C(=C/c1ccc[n+](C)c1)N2CCO	-3%	2%	-47%[inhibitor]	0%	-4%	0%	?	-10	-8%	-18%
O=c1cc(N2CCCCCC2)[nH]c(=O)n1-c1ccccc1Cl	2%	0%	-11%	-5%	10%	-4%	-10%	-4	-1%	1%
CC(C)COC(=O)N(C)c1ccc(C(O)(C(F)(F)F)C(F)(F)F)cc1	7%	15%	-4%	10%	11%	-6%	-2%	8	-2%	-14%
O=C(Nc1ccc(-c2nc3cc(NC(=O)c4cccs4)ccc3o2)cc1)c1cccs1	3%	1%	1%	6%	32%[activator]	0%	-11%	29	46%[activator]	.
CC1CCCC(C)N1C(=O)COC(=O)c1c[nH]c2ccccc12 (configuration not stated)	-3%	6%	1%	16%	.	0%	.	14	1%	.
CC1CC(=O)N(c2ccc(NCCc3ccccc3)c([N+](=O)[O-])c2)C1=O (configuration not stated)	-4%	-9%	-27%	?	10%	-2%	?	?	-13%	2%
C/C=C\C(=O)Nc1cccc(C2=NOC3(C2)C[C@H](C(N)=O)N(C(=O)/C=C/CC)C3)c1 (some centres not stated)	-3%	48%	5%	7%	0%	0%	4%	1	0%	.
NC(=O)CSc1nnc(-c2ccncc2)n1CCc1ccccc1	-4%	-1%	4%	0%	-3%	-5%	5%	1	6%	-1%

In a second layout: 2 of the compounds above
Results follow in this order: TCR act | AT treatment | a7 integrin act | Mito fusion yeast | MLL CXXC-DNA inh | PTAP TSG101 blk | MBNL1 CUG block | TSHR antagonist | S-ASM inh | Menin MLL FP TR
O=C(O)C1C2OC3C(OC(=O)C31)C2Br (configuration not stated)
    -4% | . | 4% | . | . | 0% | . | . | 3% | .
Cc1ccc2c(c1)S/C(=C/c1ccc[n+](C)c1)N2CCO
    -3% | 2% | -47%[inhibitor] | 0% | -4% | 0% | ? | -10 | -8% | -18%

These rows are one share of the data (hit frequency here may not be typical).
